# FAS-TE inh = blocks the thioesterase domain of human fatty acid synthase; AID 602261; recombinant FAS-TE, OMFH fluorogenic substrate, fluorescence endpoint; inhibition, % at 15 µM; 360,000 tested, 0.67% active;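 active = compounds whose normalised, plate-corrected inhibition of enzyme fluorescence in the single-dose primary screen is 50% or more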;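 also: 0% = DMSO with enzyme and 100% = substrate without enzyme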
# bovine MsrA act = activators of bovine methionine sulfoxide reductase A. purified bovine MsrA, absorbance read-out. activation, % at 10.6 µM. 360,000 tested, 0.3% active; in the data active = activation above about 7.5%;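 also: 0% = vehicle and 100% = reference activator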
# eLon inh = inhibits E. coli Lon protease; P0A9M0; purified E. coli Lon protease, fluorescence polarization; inhibition, % at 7.94 µM; 360,000 tested, 0.42% active; in the data active = inhibition above about 13%, passing the limit was not always enough;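 also: 0% = enzyme with probe and DMSO and 100% = no enzyme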
# Target sequence (P0A9M0 whole entry, looked up): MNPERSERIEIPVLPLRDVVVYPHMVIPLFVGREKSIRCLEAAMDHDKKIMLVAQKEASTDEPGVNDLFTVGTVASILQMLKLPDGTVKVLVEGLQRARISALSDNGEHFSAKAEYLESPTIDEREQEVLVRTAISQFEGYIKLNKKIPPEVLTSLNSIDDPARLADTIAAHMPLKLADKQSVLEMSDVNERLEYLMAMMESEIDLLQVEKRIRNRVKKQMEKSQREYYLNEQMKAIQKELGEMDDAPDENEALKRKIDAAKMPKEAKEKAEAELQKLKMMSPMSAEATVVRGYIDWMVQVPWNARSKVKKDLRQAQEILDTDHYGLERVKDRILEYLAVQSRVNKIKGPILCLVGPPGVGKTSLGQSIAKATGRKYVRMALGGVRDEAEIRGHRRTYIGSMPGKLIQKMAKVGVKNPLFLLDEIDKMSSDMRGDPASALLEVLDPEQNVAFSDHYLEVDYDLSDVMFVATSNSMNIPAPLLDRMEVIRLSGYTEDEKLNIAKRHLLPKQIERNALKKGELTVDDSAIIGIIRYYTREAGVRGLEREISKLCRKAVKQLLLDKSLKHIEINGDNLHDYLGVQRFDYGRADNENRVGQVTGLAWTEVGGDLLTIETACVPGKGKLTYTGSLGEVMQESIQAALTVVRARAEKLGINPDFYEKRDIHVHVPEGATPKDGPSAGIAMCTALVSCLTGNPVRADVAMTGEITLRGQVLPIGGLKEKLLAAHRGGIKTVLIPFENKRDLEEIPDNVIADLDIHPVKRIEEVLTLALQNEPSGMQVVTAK
# MsrA inh = bovine MsrA inhibition; 360,000 tested, 0.75% active; AID 651718; inhibition, % at 15.5 µM; purified bovine MsrA, absorbance read-out; in the data active = inhibition above about 4.5%;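 also: 0% = vehicle wells with enzyme and 100% = reference inhibitor wells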
# NRP1-CendR mod = NRP-1/CendR interaction modulation; FAM-RPARPAR peptide binding to NRP-1, fluorescence polarization; inhibition, % at 25 µM; 360,000 tested, 0.85% active;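 active = inhibition or corrected inhibition above about 18%, plus a signal ratio from 0.5 to 1.5, limit read from the data, passing the limit was not always enough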; also: strong numbers were not always called active
# SKN-1 block = C. elegans SKN-1 inhibition. C. elegans VP596 Pgst-4::GFP/RFP ratio, acrylamide-induced, 24 h. inhibition, % at 21.8 µM. 360,000 tested, 0.49% active;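 active = interference check ratio from 0.5 to 1.5 plus GFP to RFP signal ratio inhibition reaching or exceeding a fixed threshold, cut at about 30% in these data, passing the limit was not always enough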; also: some compounds called inactive have numbers as strong as hits
# Rin1-Abl PPI inh = blocks binding of human Rin1 to Abl. P00519+Q13671. TR-FRET Rin1/Abl binding, biochemical. inhibition, % at 7.35 µM. 360,000 tested, 0.4% active. AID 588664; in the data active = inhibition above about 5%, passing the limit was not always enough
# Neddylation inh = cullin neddylation inhibition; AID 651699; calls only at 25 µM; 360,000 tested, 0.58% active; TR-FRET cullin neddylation, biochemical; in the data active = inhibition above about 36%
# MT1-MMP act inh = blocks activation of human MT1-MMP. HT1080 RFP-PRO-GFP cells, GFP/RFP ratio fluorescence, overnight; percent of plate control window, DMSO zero. GFP/RFP ratio change, % at 20 µM. 360,000 tested, 0.061% active. P50281;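 active = GFP/RFP ratio change of at least 30% with cell ATP level not reduced by more than half and red fluorescence within 50% of control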; also: strong numbers were not always called active
#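 Material: RFP-PRO-GFP reporter HT1080 cells. Dosing: single-point 20 µM compound, 1% DMSO. Controls: DMSO and RFP-L50D-GFP cell wells. Timing: cells overnight before dosing, compound overnight, 37 °C, 5% CO2. Measure: GFP/RFP fluorescence ratio.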
# The depositor's hits bear a star; i = inactive; · = no result given.
SMILES,FAS-TE inh,bovine MsrA act,eLon inh,MsrA inh,NRP1-CendR mod,SKN-1 block,Rin1-Abl PPI inh,Neddylation inh,MT1-MMP act inh
CCN(CC)c1nc(=S)nc(NC(C)(C)C)[nH]1,-4,-10,-4,·,21,2,2,i,9
Cc1nc(-c2ccc(NC(=O)c3ccccc3)cc2)cs1,3,-3,-5,0.5,5,-10,-1,i,4
CCCc1[nH]nc2c1C(c1ccc(OC(=O)N3CCOCC3)c(OC)c1)C(C#N)=C(N)O2 (configuration not stated),-9,-1,-2,0.6,-5,2,2,i,4
CC(=O)N1CCN(C(=S)Nc2ccc(SC(F)F)cc2)CC1,1,-3,-6,0.0,-11,-2,1,i,1
Cc1ccc(S(=O)(=O)CCC(=O)OCC(=O)c2ccc(C)c(C)c2)cc1,18,-2,6,1.2,0,-2,-2,i,0
CS(=O)(=O)c1ccc(Cl)c(NC(=O)CSc2nnc3n2CCCCC3)c1,-3,-2,11,0.0,4,2,0,i,0
O=C(CN1CCN(CN2C(=O)NC3(CCCCCC3)C2=O)CC1)Nc1cccc(F)c1,-9,1,-15,2.3,-4,7,3,i,-1
CCCN(CCC)S(=O)(=O)c1ccc(C(=O)Nc2c(C)n(C)n(-c3ccccc3)c2=O)cc1,-3,0,7,-0.1,0,8,4,i,3
COc1ccc(CC(=O)NNC(=O)CSc2nc(C)c(C)c(=O)[nH]2)cc1,-8,-3,-7,0.0,1,0,4,i,-4
CCN(CC)S(=O)(=O)c1ccc(S(=O)(=O)N2CCN(CCC#N)CC2)cc1,-6,-4,-9,-0.2,-9,4,-1,i,3
CC(=O)Nc1ccc(NC(=O)CCC(=O)Oc2ccc(C)cc2)cc1,-3,-3,-13,-1.2,2,19,0,i,4
O=c1[nH]c(/C=C/c2cccnc2)c([N+](=O)[O-])c(=O)[nH]1,-2,-4,-8,2.3,-40,18,-3,i,1
Clc1ccc(OCCCCCN2CCOCC2)cc1,-5,0,-15,-0.4,3,39*,0,i,-1
O=C1CC(SC2=NCCS2)C(=O)N1c1ccc(Cl)cc1 (configuration not stated),-4,-4,-6,1.1,2,2,-2,i,3
O=C(Cn1cnc2c(NC(=O)OCc3ccccc3)ncnc21)NCc1ccccn1,-6,-2,-9,-0.1,-9,-10,5,i,0
c1ccc(C2CNCCc3ccccc32)cc1 (configuration not stated),-4,0,-4,-1.6,-2,15,2,i,-1
C=CCSc1nnc(-c2cc3c(-c4ccccc4)nn(C)c3s2)n1C,3,-3,-6,1.8,11,16,0,i,0
COc1ccc(CCNCC(O)Cn2c3ccccc3c3ccccc32)cc1OC (configuration not stated),-8,-5,-11,-1.6,12,-7,1,i,-7
CCOC(=O)C1(CC2CCCCO2)CCN(S(=O)(=O)c2cc(C)cs2)CC1 (configuration not stated),5,-10,-9,0.1,8,1,-1,i,-4
O=S(=O)(c1ccc(F)c(Cl)c1)N1CCCC1,-6,-7,0,-0.9,5,9,2,i,4
CCC(C)C(CO)NCCCn1cnc2c(OC)ncnc21 (configuration not stated),-9,-4,-11,0.3,-5,0,2,i,1
O=C(NCc1ccc(F)cc1)c1cccs1,-1,-5,10,0.1,12,-7,-5,i,-5
CC(=O)c1ccc2c3c(ccc([N+](=O)[O-])c13)CC2,-4,-3,1,1.9,0,8,-3,i,0
CC(=O)Nc1ccc(C(=O)NNC(=O)Cc2ccccc2)cc1,-5,-5,-9,-0.8,13,-15,5,i,1
CCCOc1ccc(/C=N\NC(=O)CCc2n[nH]c(=O)[nH]c2=O)cc1OC,0,-2,3,3.0,11,-1,7.8*,i,1

# Given bar-delimited: 2 of the compounds above
SMILES | FAS-TE inh | bovine MsrA act | eLon inh | MsrA inh | NRP1-CendR mod | SKN-1 block | Rin1-Abl PPI inh | Neddylation inh | MT1-MMP act inh
c1ccc(C2CNCCc3ccccc32)cc1 (configuration not stated) | -4 | 0 | -4 | -1.6 | -2 | 15 | 2 | i | -1
C=CCSc1nnc(-c2cc3c(-c4ccccc4)nn(C)c3s2)n1C | 3 | -3 | -6 | 1.8 | 11 | 16 | 0 | i | 0

# New compounds follow:
SMILES,FAS-TE inh,bovine MsrA act,eLon inh,MsrA inh,NRP1-CendR mod,SKN-1 block,Rin1-Abl PPI inh,Neddylation inh,MT1-MMP act inh
O=C(c1ccccc1F)N1CCN(c2ccc([N+](=O)[O-])c(NCc3cccnc3)c2)CC1,6,-4,4,0.7,-5,0,-8,i,0
COc1ccc(C(=O)NCC(=O)N/N=C/c2cn(C)c3ccccc23)cc1OC,-11,-3,-1,4.1,-2,13,-3,i,-18
CCCS(=O)(=O)NC(=O)C1(C)CCCN(C(=O)c2ccc(C(=O)OC)cc2)C1 (configuration not stated),-8,-4,-4,-0.2,-6,9,1,i,3
Cc1ccccc1S(=O)Cc1ccc(C(=O)NC2CC2)o1 (configuration not stated),-2,-3,-2,-0.2,9,17,1,i,2
c1cn2cc(CN3CCOCC3)nc2s1,-7,-3,4,-1.2,-1,-9,3,i,0
Cc1ccc(S(=O)(=O)Nc2ccc(Oc3cccnc3)nc2)cc1,-6,-1,9,-1.3,-4,3,4,i,0
CCC(=O)c1ccccc1OCCCCn1cncn1,-4,-6,3,-0.4,1,-10,-2,i,2
C[C@H](CO)N1C[C@H](C)[C@@H](CN(C)C(=O)Nc2ccccc2)Oc2c(NC(=O)Nc3ccc(C(F)(F)F)cc3)cccc2C1=O,83*,1,9,-1.4,9,22,0,i,5
O=C(NCCc1ccccc1)C(=O)NCC1OCCN1S(=O)(=O)c1ccc(Br)cc1 (configuration not stated),5,-2,3,0.2,-3,5,-2,i,3
O=C(OCc1cc(=O)n2c(n1)sc1ccccc12)c1ccc2c(=O)n3c(nc2c1)CCC3,13,-1,-2,2.0,-5,3,4,i,-3
COc1cccc(/C=N/N2C(=O)CSC2=S)c1O,-2,-1,-6,0.9,-34,-8,-4,i,27
Cc1ccc2c(c1)C1C3CCC(C3)C1S(=O)N2 (configuration not stated),-7,-2,-3,0.8,1,-4,1,i,1
CCOC(=O)C(NCc1ccccc1OC)(NC(C)=O)C(F)(F)F (configuration not stated),-6,-2,-3,0.8,6,-20,-1,i,-2
CCn1c(SCC(=O)N2CCCc3ccccc32)nnc1-c1ccco1,-7,-3,4,-0.6,-12,-20,-1,i,2
CCOc1cc(C(=O)Nc2ccc3c(c2)OCO3)ccc1OCCOc1ccccc1Cl,30,-1,-8,0.0,9,-19,1,i,12
COc1ccccc1-n1cc(C(=O)N2CCCC(CO)(Cc3ccccc3C)C2)cn1 (configuration not stated),6,0,-1,2.2,-4,10,7,i,1
CN(C)S(=O)(=O)c1cccc(-c2cn3cc(Cl)ccc3n2)c1,-1,-12,-3,·,-1,-11,-6,i,5
Cc1c(CN2CCN(CC(C)(C)C)C(CCO)C2)[nH]c2ccccc12 (configuration not stated),-1,0,-9,1.0,0,0,-1,i,-7
Cc1cc(N2CCN(C(=O)c3cccs3)CC2)c(F)cc1[N+](=O)[O-],24,-12,5,2.1,-14,12,3,i,14
NC1=NC[C@H](Cc2ccc(O)cc2)N1CCc1cccc(F)c1,-8,-11,-12,0.6,17,2,1,i,0
CC(=O)Oc1cc(OC(C)=O)c2c(C)cc(=O)oc2c1,-7,-3,-9,-0.3,2,-4,-3,·,1
CC(C)c1ccc(C2=C(O)c3ccccc3C(=O)C2=O)cc1,-4,-9,8,0.1,7,-6,-1,i,13
CC(=O)Nc1ccc(NC(=O)C(C)OC(=O)CCC(=O)c2ccc(F)cc2)cc1 (configuration not stated),-6,-2,-1,0.7,10,-5,1,i,3
N#CCC(=N)N1CCN(c2ccc(Cl)cc2)CC1,0,-2,-1,0.3,3,-6,-4,i,3
C/C(=N\Nc1ccc(F)cc1F)c1ccc(N2CCOCC2)cc1,6,-3,-7,2.6,-10,6,0,i,-2

# New compounds follow
SMILES,FAS-TE inh,bovine MsrA act,eLon inh,MsrA inh,NRP1-CendR mod,SKN-1 block,Rin1-Abl PPI inh,Neddylation inh,MT1-MMP act inh
O=C(N/C(=C/c1ccc(Br)cc1)c1nc2ccccc2[nH]1)c1ccco1,-4,-7,-9,5.9*,3,-4,1,i,2
O=C(NOC(=O)c1ccccc1F)c1ccc(OC(F)F)cc1,-2,-1,2,-0.7,5,16,3,i,4
c1ccc(C2=NN(c3ccccc3)CC2)cc1,18,-8,1,0.1,0,10,1,·,7
Cc1ccc(CNC(=O)C2(NC(=O)Nc3ccc(C)cc3)CCCCC2)cc1,-13,-6,-1,0.8,-1,4,-3,i,-1
Cc1cccc(C)c1OCc1nnc(SCC(=O)Nc2nccs2)n1-c1ccccc1,-3,-11,0,0.1,6,-20,-4,i,0
COc1ccc(CCN(C)C(=O)c2cccc(S(=O)(=O)NCc3ccccc3)c2)cc1OC,-1,-5,-2,0.3,5,-9,5,i,7
COc1ccc(NC(=O)CS(=O)CC(=O)Nc2ccc(-n3cnnn3)c(C)c2)cc1 (configuration not stated),0,0,-14,0.2,9,-3,2,i,1
CCCCC(=O)NC(c1ccco1)c1cc(Cl)c2cccnc2c1O (configuration not stated),-9,-3,6,-0.3,-10,11,2,i,-4
CC(=O)c1c(C)[nH]c(C(=O)CN2CCN(S(=O)(=O)c3ccccc3)CC2)c1C,-8,-4,8,-0.3,0,10,3,i,3
COc1ccc2nc(Cl)c(C3CC(c4ccco4)=NN3C(=O)CCCC(=O)O)cc2c1 (configuration not stated),-3,-3,-4,-1.1,-39,1,-2,i,-3

# Another view of some results above.
# The line under a structure holds: FAS-TE inh | bovine MsrA act | eLon inh | MsrA inh | NRP1-CendR mod | SKN-1 block | Rin1-Abl PPI inh | Neddylation inh | MT1-MMP act inh
- CC(C)c1ccc(C2=C(O)c3ccccc3C(=O)C2=O)cc1
  -4 | -9 | 8 | 0.1 | 7 | -6 | -1 | i | 13
- CC(=O)Nc1ccc(NC(=O)C(C)OC(=O)CCC(=O)c2ccc(F)cc2)cc1 (configuration not stated)
  -6 | -2 | -1 | 0.7 | 10 | -5 | 1 | i | 3
- N#CCC(=N)N1CCN(c2ccc(Cl)cc2)CC1
  0 | -2 | -1 | 0.3 | 3 | -6 | -4 | i | 3
- C/C(=N\Nc1ccc(F)cc1F)c1ccc(N2CCOCC2)cc1
  6 | -3 | -7 | 2.6 | -10 | 6 | 0 | i | -2
- O=C(N/C(=C/c1ccc(Br)cc1)c1nc2ccccc2[nH]1)c1ccco1
  -4 | -7 | -9 | 5.9* | 3 | -4 | 1 | i | 2
- O=C(NOC(=O)c1ccccc1F)c1ccc(OC(F)F)cc1
  -2 | -1 | 2 | -0.7 | 5 | 16 | 3 | i | 4
- c1ccc(C2=NN(c3ccccc3)CC2)cc1
  18 | -8 | 1 | 0.1 | 0 | 10 | 1 | · | 7
- Cc1ccc(CNC(=O)C2(NC(=O)Nc3ccc(C)cc3)CCCCC2)cc1
  -13 | -6 | -1 | 0.8 | -1 | 4 | -3 | i | -1
- Cc1cccc(C)c1OCc1nnc(SCC(=O)Nc2nccs2)n1-c1ccccc1
  -3 | -11 | 0 | 0.1 | 6 | -20 | -4 | i | 0
- COc1ccc(CCN(C)C(=O)c2cccc(S(=O)(=O)NCc3ccccc3)c2)cc1OC
  -1 | -5 | -2 | 0.3 | 5 | -9 | 5 | i | 7
- COc1ccc(NC(=O)CS(=O)CC(=O)Nc2ccc(-n3cnnn3)c(C)c2)cc1 (configuration not stated)
  0 | 0 | -14 | 0.2 | 9 | -3 | 2 | i | 1
- CCCCC(=O)NC(c1ccco1)c1cc(Cl)c2cccnc2c1O (configuration not stated)
  -9 | -3 | 6 | -0.3 | -10 | 11 | 2 | i | -4
- CC(=O)c1c(C)[nH]c(C(=O)CN2CCN(S(=O)(=O)c3ccccc3)CC2)c1C
  -8 | -4 | 8 | -0.3 | 0 | 10 | 3 | i | 3
- COc1ccc2nc(Cl)c(C3CC(c4ccco4)=NN3C(=O)CCCC(=O)O)cc2c1 (configuration not stated)
  -3 | -3 | -4 | -1.1 | -39 | 1 | -2 | i | -3

# From PubChem BioAssay
